# High-throughput results: PubChem BioAssay, several laboratories
# HSP90 inh: HSP90 inhibitors, primary screen, cell lysate, luminescence; Heat shock protein HSP 90 (rabbit reticulocyte lysate; luciferase refolding); Rabbit reticulocyte lysate, luciferase refolding luminescence, 3 h; inhibition, % at 5.6 µM; actives 0.91% (n = 290,000); AID 1789, 2009;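 active = inhibition above the screen-wide mean plus 3 SD, computed separately per campaign, cut at about 16% in these data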;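 also: 0% = DMSO wells and 100% = 60 µM geldanamycin wells; inhibitors lower the luminescence because luciferase stays unfolded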
# GSK3beta inhib: human GSK3beta kinase inhibitors, primary screen, biochemical, cell-free homogeneous, HTS; GST-GSK3beta kinase, ADP-Glo luminescence, 60 min; active compounds read low; activity score (negative = inhibition), % at 10 µM; actives 0.038% (n = 300,000);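 active = more than half of replicate wells score below -50%, meaning over 50% inhibition versus plate controls; inconclusive = some replicates but at most half score below -50%; inactive = no replicate scores below -50%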;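 also: 0% = median DMSO wells and -100% = median GW8510 positive control wells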
# Target sequence (P49841 whole entry, looked up): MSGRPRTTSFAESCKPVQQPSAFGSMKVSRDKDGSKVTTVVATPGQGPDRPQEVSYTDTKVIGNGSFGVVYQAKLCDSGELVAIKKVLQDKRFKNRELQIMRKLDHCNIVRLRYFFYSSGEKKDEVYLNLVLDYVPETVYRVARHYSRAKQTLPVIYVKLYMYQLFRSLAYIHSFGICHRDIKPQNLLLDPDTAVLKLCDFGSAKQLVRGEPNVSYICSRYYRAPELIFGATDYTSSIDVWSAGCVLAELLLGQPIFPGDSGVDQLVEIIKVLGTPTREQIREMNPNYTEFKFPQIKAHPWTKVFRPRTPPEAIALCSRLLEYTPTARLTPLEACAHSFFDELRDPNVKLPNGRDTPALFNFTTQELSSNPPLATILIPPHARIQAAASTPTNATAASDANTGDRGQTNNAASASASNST
#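 Test system: GST-fused GSK3beta enzyme, cell-free | Quantity: 1.6 ng GST-GSK3beta enzyme per well | Reagent: 25 µM ATP with peptide substrate | Schedule: 60 min enzyme reaction, room temperature | Signal: Luminescent ADP-Glo measurement of ADP formed | Read-out basis: Score relative to plate controls | Control set: DMSO and 20 µM GW8510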
# IEC-6 cytotox: cytotoxicity in IEC-6 intestinal epithelial cells, primary screen, cytotoxicity control for KLF5 inhibitor project, cell-based, luminescence | IEC-6 cytotoxicity, luminescence viability | inhibition, % at 5 µM | actives 0.78% (n = 290,000); in the data active = inhibition above about 22%;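 also: 0% = plate median of test compound wells and 100% = cytotoxic reference compound wells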
# GSK3 alpha inh: blockers of GSK3A enzyme activity – biochemical, luminescence, cell-free homogeneous, HTS, primary screen | Glycogen synthase kinase-3 alpha (Homo sapiens), P49840 | GSK-3 alpha kinase, ADP-Glo luminescence, 60 min | inhibition, % at 10 µM | actives 0.1% (n = 320,000) | AID 2650, 2010;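 in the data active = inhibition above about 50%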;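 also: GST-tagged GSK-3 alpha with peptide substrate and 25 µM ATP; 0% = DMSO neutral wells and 100% = GW8510 positive control wells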
# Target sequence (P49840 whole entry, looked up): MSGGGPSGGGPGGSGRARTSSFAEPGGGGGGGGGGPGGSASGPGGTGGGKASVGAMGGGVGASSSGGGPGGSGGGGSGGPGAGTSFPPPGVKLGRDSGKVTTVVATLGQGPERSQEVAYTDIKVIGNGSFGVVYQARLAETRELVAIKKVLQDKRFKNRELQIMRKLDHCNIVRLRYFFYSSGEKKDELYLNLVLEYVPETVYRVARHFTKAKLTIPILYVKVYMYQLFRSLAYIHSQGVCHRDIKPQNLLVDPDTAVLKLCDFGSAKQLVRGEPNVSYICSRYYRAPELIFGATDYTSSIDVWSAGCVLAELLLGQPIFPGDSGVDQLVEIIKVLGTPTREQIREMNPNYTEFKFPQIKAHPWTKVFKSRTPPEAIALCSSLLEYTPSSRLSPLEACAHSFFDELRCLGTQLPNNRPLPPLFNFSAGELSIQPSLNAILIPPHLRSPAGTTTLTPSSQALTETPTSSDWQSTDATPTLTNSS
# HSF1 activator: HSF-1 activators, primary screen, NIH3T3-HGL cells, MG132 stress, luminescence, single point; AID 504408, 2011; NIH3T3-HGL HSF-1 luciferase reporter, 8 h; 100% = twice DMSO control signal; activation, % at 9 µM; actives 1.7% (n = 300,000);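 active = mean replicate activation of at least 50% with a set share of replicates each reaching 50%; inconclusive = only one of those two conditions met; inactive = mean below 50% and too few replicates reaching it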;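 also: 0% = median of the neutral control wells and 100% = twice that signal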
# Dyrk1A ADPGlo: rat Dyrk1A kinase inhibitors, primary screen, biochemical, single point, plate reader. AID 504441, 2011. Dual specificity tyrosine-phosphorylation-regulated kinase 1A (Rattus norvegicus), Q63470. inhibition, % at 12.5 µM. ADP-Glo luminescence, NFATc1 peptide. actives 0.43% (n = 310,000); in the data active = inhibition above about 50%;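 also: plate controls were vehicle with enzyme for no effect and no enzyme for full effect; many of its hits are not listed in these tables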
# aSyn 5UTR inh: MLPCN primary screen, SNCA 5' untranslated region; inhibition, % (tested at 7.5 µM); alpha-synuclein 5'UTR reporter, inhibitor activity; AID 1813, 2009; actives 0.82% (n = 300,000); in the data active = inhibition above about 60%; inconclusive = no clear call, values can overlap the other calls;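 also: H4 neuroglioblastoma cells stably carrying SNCA 5'UTR luciferase fusion; 0% = DMSO wells and 100% = positive control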
# HSF1 inhib: HSF1 inhibitors in luciferase reporter cells, primary screen, cell-based, NIH3T3, luminescence; NIH3T3-HGL HSE-luciferase, MG132-induced, luminescence 8 h; active compounds read low; activity change, negative = inhibition, % at 7.5 µM (by protocol); actives 0.77% (n = 300,000); AID 2098, 2009;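 active = more than half of replicate wells show activity change below -50%, luminescence cut by over half; inconclusive = some wells, but at most half, below -50%; inactive = no replicate well below -50%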;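 also: luciferase reports HSF-1 transcriptional activity via heat shock element; 0% = median of DMSO wells and -100% = zero luminescence signal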
# Platelet DG rel: inhibitors of platelet dense granule secretion, primary screen, cell-based, MLPCN, human platelets. actives 0.22% (n = 300,000). inhibition, %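 (compounds screened at 7.5 µM in platelet-rich plasma)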. human platelet-rich plasma, SFLLRN dense granule ATP release, luminescence;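 active = mean replicate score, as percent of positive control, at or above 50; inconclusive = mean below 50 but at least one replicate at or above 50; inactive = mean and every replicate below 50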
# KLF5 inhibitor: KLF5 expression inhibitors, primary screen, DLD-1 cells, luminescence. actives 0.23% (n = 290,000). inhibition, % at 5 µM. DLD-1 KLF5 promoter-luciferase reporter;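 active = inhibition above a per-plate limit of that plate's mean compound inhibition plus 3 SD, cut at about 60% in these data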;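 also: 0% = DMSO wells and 100% = LY294002 at 200 µM; higher means less KLF5 promoter-driven luciferase light; inactives centre near -14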
# Numbers without * were called inactive; ? = inconclusive; nt = not tested or not shown. A portion of the library. The share of hits here may be higher or lower than overall.
item	Compound	HSP90 inh	GSK3beta inhib	IEC-6 cytotox	GSK3 alpha inh	HSF1 activator	Dyrk1A ADPGlo	aSyn 5UTR inh	HSF1 inhib	Platelet DG rel	KLF5 inhibitor
1	CN(C)c1cccc(C(=O)N(Cc2ccccc2)Cc2ccccc2)c1	5	2	-2	0	11	2	22	1	2	-19
2	N#Cc1ccccc1OCC(=O)N1CCc2ccccc2C1	-3	4	-5	0	2	8	33	8	-1	-20
3	Nc1nc(CCOc2ccc(F)cc2)cs1	0	3	-9	nt	-4	nt	-112	-2	-2	-86
4	CCC(=O)Nc1ccc(Nc2ccccc2)cc1	-2	-4	-3	-5	-16	8	-41	2	3	-23
5	O=C(N/N=C/c1sc(N2CCOCC2)nc1-c1ccccc1)c1ccccc1F	-1	-2	2	-1	10	nt	15	-6	0	-30
6	CSCCC(NC(=O)c1ccccc1Cl)C(=O)Nc1ccc(C)c(S(=O)(=O)N2CCOCC2)c1 (stereo not drawn)	nt	0	nt	-5	-9	-11	-5	3	11	nt
7	Clc1ccccc1CSc1nncn1-c1cccnc1	3	0	-2	-2	-13	nt	14	3	-4	-6
8	Cc1cc(C)n(-c2n[nH]c(C)c2[N+](=O)[O-])n1	-3	-1	-3	1	-3	-7	2	0	-9	-12
9	CCOc1nc(C)cc(COC)c1C(N)=O	2	-6	4	-1	nt	-3	nt	nt	nt	-23
10	Cc1nnc(NC(=O)c2ccc(S(=O)(=O)N3CCc4ccccc4C3)cc2)o1	-2	5	-7	-6	-5	-1	-6	-2	9	-5

# Continued.
item	Compound	HSP90 inh	GSK3beta inhib	IEC-6 cytotox	GSK3 alpha inh	HSF1 activator	Dyrk1A ADPGlo	aSyn 5UTR inh	HSF1 inhib	Platelet DG rel	KLF5 inhibitor
11	CCCC(C)NC(=O)COc1ccc(S(=O)(=O)c2ccc(OCC(=O)NC(C)CCC)cc2)cc1 (stereo not drawn)	0	-2	-6	2	35	-5	26	16	15	-36
12	Cc1ccc(S(=O)(=O)c2nc(NCCCn3ccnc3)sc2Cl)cc1	-1	2	4	1	6	11	3	-7	-2	15
13	Cc1nnc(-c2ccccc2)[nH]c1=O	2	5	8	-4	20	0	-12	5	0	-3
14	CN1C(=O)c2cccc(NCCCCCCN3C(=O)c4ccccc4C3=O)c2C1=O	10	1	-7	-1	3	3	23	7	0	-9
15	CC(=O)N/C(=N/c1nc(C)cc(C)n1)Nc1cccc(C)c1	-4	3	0	-3	4	4	16	-1	4	-20
16	CC(C)CCSc1nc(N)c(C#N)cc1C#N	0	4	1	2	2	13	-37	1	-7	-8
17	CCCc1cc(=O)[nH]c(SCC(=O)Nc2nc(-c3ccccc3)cs2)n1	-3	3	-2	-3	26	-3	-13	12	13	0
18	COc1ccc(N(C(=O)c2cccnc2)S(=O)(=O)c2ccc(F)cc2)cc1	4	0	4	-2	41	2	1	14	3	-1
19	O=C1Nc2ccc([N+](=O)[O-])cc2C1(O)N1CCCCC1 (stereo not drawn)	-3	4	-11	1	2	0	9	2	4	-1
20	COC(=O)C(CC(C)C)NC(=O)c1ccc(F)cc1 (stereo not drawn)	-1	2	-3	0	-3	6	26	1	-5	-20

# (cont.)
item	Compound	HSP90 inh	GSK3beta inhib	IEC-6 cytotox	GSK3 alpha inh	HSF1 activator	Dyrk1A ADPGlo	aSyn 5UTR inh	HSF1 inhib	Platelet DG rel	KLF5 inhibitor
21	CC(C)c1ccc(Nc2nc(Cl)nc(Cl)n2)cc1	-5	2	-5	-2	14	nt	11	-2	6	11
22	Cn1cnnc1Sc1cc(N2CCN(S(=O)(=O)c3ccc4ccccc4c3)CC2)ccc1[N+](=O)[O-]	0	-21	5	1	35	-4	41	12	14	0
23	Cc1ccccc1NC(=O)c1snc2c(=O)[nH]cnc12	-3	-1	-3	7	-7	nt	12	2	1	-30
24	CC(=O)c1c(N2CCN(Cc3ccccc3)CC2)nc(=S)n(Cc2ccccc2)c1C	1	0	0	nt	9	3	15	-5	-3	-23
25	COc1ccc(-n2ncc3c(N4CCN(c5cc(C)ccc5C)CC4)ncnc32)cc1	-3	2	-11	-1	1	-2	18	0	-1	-20
26	CC(C)N(C(=O)CN(C#N)c1nc(N(C)C)nc(N(C)C)n1)c1ccccc1	4	2	-7	0	1	-2	10	0	-2	-10
27	O=C1N/C(=C/c2cccs2)C(=O)N1Cc1ccccc1F	1	-2	0	-4	12	-4	3	11	-1	-15
28	O=C(NCCC1CCCCN1S(=O)(=O)c1ccc(F)cc1)C(=O)NCCN1CCOCC1 (stereo not drawn)	nt	3	nt	-3	-3	-4	-7	1	2	nt
29	CCOC(=O)N1CCN(C2=C(NS(=O)(=O)c3ccccc3)C(=O)c3ccccc3C2=O)CC1	2	3	-4	-2	23	-2	0	12	3	-11
30	CCOC(=O)CSc1nc2sc3c(c2c(=O)[nH]1)CCCC3	5	2	2	5	18	-7	10	6	-6	-9

# Already shown: three of the compounds above.
item	Compound	HSP90 inh	GSK3beta inhib	IEC-6 cytotox	GSK3 alpha inh	HSF1 activator	Dyrk1A ADPGlo	aSyn 5UTR inh	HSF1 inhib	Platelet DG rel	KLF5 inhibitor
28	O=C(NCCC1CCCCN1S(=O)(=O)c1ccc(F)cc1)C(=O)NCCN1CCOCC1 (stereo not drawn)	nt	3	nt	-3	-3	-4	-7	1	2	nt
29	CCOC(=O)N1CCN(C2=C(NS(=O)(=O)c3ccccc3)C(=O)c3ccccc3C2=O)CC1	2	3	-4	-2	23	-2	0	12	3	-11
30	CCOC(=O)CSc1nc2sc3c(c2c(=O)[nH]1)CCCC3	5	2	2	5	18	-7	10	6	-6	-9

# Following part
item	Compound	HSP90 inh	GSK3beta inhib	IEC-6 cytotox	GSK3 alpha inh	HSF1 activator	Dyrk1A ADPGlo	aSyn 5UTR inh	HSF1 inhib	Platelet DG rel	KLF5 inhibitor
31	CCc1nn(CC(=O)NCCCN2CCN(CC)CC2)c(=O)c2cc3occc3n12	-3	-1	0	9	-3	4	-16	1	-2	-35
32	CN(C)CCCNc1cn[nH]c(=O)c1Cl	2	0	-4	-6	-9	1	-5	-8	-1	-42
33	CCn1c(CNS(=O)(=O)c2ccc(Br)cc2)nnc1SC	2	0	7	2	-25	-10	33	-10	-1	-11
34	CCOC(=O)c1cccc(NC(=O)c2ccc(N(C)C)cc2)c1	8	0	-6	-1	5	7	55	2	22	-50
35	Cc1csc2ncc(C(=O)NC(C)c3ccccc3)c(=O)n12 (stereo not drawn)	4	2	12	-1	-14	-2	-14	-5	1	-12
36	Cc1c(Cl)ccc2c(C(=O)NCCN3CCCCC3)cc(-c3ccccn3)nc12	4	1	-5	-2	-10	1	27	0	-5	8
37	O=C1c2ccccc2C2=Nc3ccccc3SC(c3ccccc3F)C12 (stereo not drawn)	1	-1	3	-1	-17	-10	20	5	2	-4
38	N=C(N)SCc1ncccc1O	0	2	-4	-3	2	7	-3	-1	-2	-24
39	CCN(CC)C(=O)CN1C(=O)COCC1=O	0	0	0	2	12	1	-1	-2	-4	-49
40	CCOc1ccccc1CN1CCCC(C(=O)Nc2cccc(-n3cccn3)c2)C1 (stereo not drawn)	2	0	10	0	-5	6	13	0	7	13

# Next section
item	Compound	HSP90 inh	GSK3beta inhib	IEC-6 cytotox	GSK3 alpha inh	HSF1 activator	Dyrk1A ADPGlo	aSyn 5UTR inh	HSF1 inhib	Platelet DG rel	KLF5 inhibitor
41	CCOC(=O)c1cc(-c2ccccc2)nn1-c1ccccn1	4	5	-9	0	6	-3	-39	1	-18	-44
42	CC(c1ccccc1)N1C(=O)NC(NC(=O)c2cccnc2)(C(F)(F)F)C1=O (stereo not drawn)	1	1	0	-1	1	2	14	-2	-4	-18
43	COC(=O)c1nccc2c1[nH]c1ccccc12	nt	-2	nt	3	26	66*	-10	4	0	nt
44	C=CCn1c(N)c(C(=O)Nc2cccc(C)c2)c2nc3ccccc3nc21	4	2	-8	9	18	2	52	13	5	-17
45	O=C(CCCc1nc2ccccc2s1)N1CCN(c2ccccc2F)CC1	-1	2	0	-1	13	0	4	10	-4	-32
46	Cc1occc1C(=O)N/N=C/C(Br)=C/c1ccccc1	7	-4	5	-2	314*	-5	-219	207	5	-225
47	CCCC(=O)Nc1ccc2c(c1)nc(CN1CCCC1)n2C	0	-4	3	0	9	-5	14	-3	3	-34
48	CCOC(=O)C1=C(Nc2ccc(Cl)cc2)OCC1=O	2	1	1	1	2	7	-1	-4	-2	6
49	Cc1cnc(NC(=O)C(C)N2C(=O)C3CC=CCC3C2=O)s1 (stereo not drawn)	0	0	2	-1	-6	3	-7	3	1	9
50	CCOCCCNS(=O)(=O)c1ccc(Br)cc1	1	2	-2	-2	5	3	-1	-2	0	-9

# Other structures
item	Compound	HSP90 inh	GSK3beta inhib	IEC-6 cytotox	GSK3 alpha inh	HSF1 activator	Dyrk1A ADPGlo	aSyn 5UTR inh	HSF1 inhib	Platelet DG rel	KLF5 inhibitor
51	Cc1ccc(NC(=S)Nc2ncccc2C)c(C)c1	-2	-1	6	-3	57*	3	-199	20	0	80*
52	COCCNC(=O)[C@@]1(C)C=C[C@@H](Cc2ccccc2)N1C(=O)c1ccccc1	-6	-6	6	0	1	1	-47	2	12	-22
53	Cc1cccc(/C(N)=N/OC(=O)c2ccc(Cl)cc2Cl)c1	21*	0	-2	-1	1	1	4	6	?	-230
54	Cc1c(C2Nc3ccccc3C(=O)N2O)cnn1C (stereo not drawn)	-4	-6	3	0	31	11	-15	3	-3	-12
55	CN(C)/C=C/C(=O)c1ccc(OCCN(C)c2ccccn2)cc1	-1	1	-8	-1	3	0	-41	6	0	-16

# Rewritten field by field: two of the compounds above.
51	Cc1ccc(NC(=S)Nc2ncccc2C)c(C)c1
  HSP90 inh: -2
  GSK3beta inhib: -1
  IEC-6 cytotox: 6
  GSK3 alpha inh: -3
  HSF1 activator: 57*
  Dyrk1A ADPGlo: 3
  aSyn 5UTR inh: -199
  HSF1 inhib: 20
  Platelet DG rel: 0
  KLF5 inhibitor: 80*

53	Cc1cccc(/C(N)=N/OC(=O)c2ccc(Cl)cc2Cl)c1
  HSP90 inh: 21*
  GSK3beta inhib: 0
  IEC-6 cytotox: -2
  GSK3 alpha inh: -1
  HSF1 activator: 1
  Dyrk1A ADPGlo: 1
  aSyn 5UTR inh: 4
  HSF1 inhib: 6
  Platelet DG rel: ?
  KLF5 inhibitor: -230
